# Exocytosis inh = blocks lytic granule exocytosis. inhibition, % at 10 µM. 360,000 tested, 0.66% active. TALL-104 LAMP-1 surface exposure, flow cytometry; cells stimulated with thapsigargin and PMA;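 active means inhibition above about 55%, limit read from the data; inconclusive means no clear call, values can overlap the other calls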
# NR2E3 ag-1 = human photoreceptor-specific nuclear receptor agonism; Q9Y5X4; CHO-S Gal4-NCOR/VP16-NR2E3 two-hybrid, luciferase; AID 602229; 360,000 tested, 0.35% active; inhibition of corepressor binding, % at 3.98 µM;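 active means inhibition above the mean of all tested compounds plus 3 SD, cut at about 70% in these data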;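 further: 0% = DMSO with NR2E3 transfected cells and 100% = cells lacking NR2E3 construct; higher means lower luciferase signal from less NR2E3 corepressor binding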
# Target sequence (Q9Y5X4 whole entry, looked up, the tested form may be a part): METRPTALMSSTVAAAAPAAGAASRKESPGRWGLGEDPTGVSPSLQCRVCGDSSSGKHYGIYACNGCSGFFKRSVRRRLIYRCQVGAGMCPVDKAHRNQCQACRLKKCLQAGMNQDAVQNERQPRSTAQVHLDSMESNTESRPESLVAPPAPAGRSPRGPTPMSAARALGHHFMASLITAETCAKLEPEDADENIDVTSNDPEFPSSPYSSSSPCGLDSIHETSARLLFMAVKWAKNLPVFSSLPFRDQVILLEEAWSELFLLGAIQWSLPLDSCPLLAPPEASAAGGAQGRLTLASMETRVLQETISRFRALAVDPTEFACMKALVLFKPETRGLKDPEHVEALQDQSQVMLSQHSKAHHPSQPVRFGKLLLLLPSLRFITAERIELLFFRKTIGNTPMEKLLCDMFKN
# NR2E3 ag-2 = activates human photoreceptor nuclear receptor NR2E3; Q9Y5X4; GST-NR2E3/biotin-RetCOR TR-FRET, 1536-well; inhibition of corepressor binding, % at 4.78 µM; 320,000 tested, 0.12% active; AID 2300;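 active means percent inhibition above the cutoff of mean plus 3 SD of all tested compounds, set per screening campaign, cut at about 20% in these data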;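 further: 0% = DMSO wells and 100% = biotin wells as full block of FRET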
#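 Test system – NR2E3–RetCOR corepressor complex · Quantity – NR2E3 fusion 1.35 nM · Buffer or medium – Tris pH 7.5 · Incubation – Compound–protein incubation for 5 h at 4 °C · Technique – TR-FRET, Eu(K)-anti-GST donor, streptavidin-D2 acceptor, ex 340, em 617/671 nm · Evaluation – percent inhibition of 671/617 nm emission ratio versus biotin and DMSO controls · Plate – 1536-well format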
# CaV13 FRET inh = Primary screen for inhibitors of IQ motif and Ca2+-dependent inactivation inhibitor domain binding in CACNA1D, Förster resonance energy transfer in living cells, … | HEK cells, CFP/YFP FRET ICDI-IQ, plate reader, 10 min; percent FRET-ratio fall versus neutral wells | inhibition, % at 12.3 µM | 340,000 tested, 0.098% active | AID 743397;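 active means mean replicate inhibition of at least 30% and at least 1% of replicates passing that level; inconclusive means only one of the two criteria is met; inactive means neither criterion is met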;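 further: 0% = median of the neutral control wells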
# iPSC survival up = increases survival of single human iPS cells | 360,000 tested, 0.044% active | hiPSC single-cell survival, ATPlite luminescence; 100% = ROCK inhibitor wells, 0% = DMSO | survival enhancement, % at 20 µM | AID 602274; in the data active means survival enhancement above about 18%;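 further: cells exposed to compounds for 16 hours before the ATP read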
# Peg3 promoter = Peg3 promoter activity inhibition | HeLa PEG-Prom luciferase reporter, luminescence, overnight | inhibition, % at 20 µM | 360,000 tested, 1.7% active;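 active means inhibition of at least 50% at 20 µM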
# aDG glyco act = alpha-DG glycosylation activation; 360,000 tested, 0.22% active; activation, % at 10 µM; AID 624168; Pro5-aDG cells, alpha-DG glycosylation AlphaScreen (IIH6); 0% Pro5, 100% B10-LARGE cell signal;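 active means activation of at least 8% versus controls, or a plate z-score of at least 8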;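 further: Pro5 are CHO cells carrying HIG-tagged alpha-DG that lacks glycosylation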
# HIF-2a block = blocks HIF-2a reporter activity | 786-0 RCC cells HIF-2a reporter, luciferase luminescence, overnight | AID 624352 | inhibition, % at 18.8 µM | 360,000 tested, 0.72% active;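 active means inhibition of the luminescence signal of 40% or more relative to plate controls, in a single-dose primary screen at 18.75 µM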
# Vif inh = inhibitors of HIV Vif; HEK293T cells, Vif self-association by quenched fluorescence, imaging, 24 h; inhibition, % at 7.49 µM; 340,000 tested, 0.35% active; in the data active means inhibition above about 50%, passing the limit was not always enough; inconclusive means no clear call, values can overlap the other calls; inactive means below about 31%; further: some results filed as inactive read as strong as hits
# PDI turbidity = blocks human protein disulfide isomerase activity; PDI insulin aggregation turbidity, A650, 90 min; inhibition, % at 10 µM; 350,000 tested, 0.052% active; AID 588391;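 active means mean inhibition across replicates of 30% or more, whatever share of single replicates reach that level; inconclusive means mean inhibition below 30% while every single replicate reaches 30%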;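 further: absorbance from insulin aggregation driven by PDI reduction with DTT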
# Target sequence (P07237 whole entry, looked up): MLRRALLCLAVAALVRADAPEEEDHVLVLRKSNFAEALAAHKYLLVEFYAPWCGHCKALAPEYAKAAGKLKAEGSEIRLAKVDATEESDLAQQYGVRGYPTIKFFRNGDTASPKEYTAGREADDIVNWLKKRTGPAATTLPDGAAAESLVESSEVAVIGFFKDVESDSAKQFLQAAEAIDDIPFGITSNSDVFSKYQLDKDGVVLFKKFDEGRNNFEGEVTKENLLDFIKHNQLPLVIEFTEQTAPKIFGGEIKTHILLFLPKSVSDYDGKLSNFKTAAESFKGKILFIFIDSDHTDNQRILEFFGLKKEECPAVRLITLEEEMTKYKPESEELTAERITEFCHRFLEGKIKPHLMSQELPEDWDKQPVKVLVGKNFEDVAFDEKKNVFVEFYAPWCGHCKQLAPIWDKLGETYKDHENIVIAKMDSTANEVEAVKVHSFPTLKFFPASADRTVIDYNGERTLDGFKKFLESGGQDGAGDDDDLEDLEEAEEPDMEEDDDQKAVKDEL
# TRPM1 prom inh = inhibitors of MITF-driven TRPM1 promoter in melanoma cells. AID 488899. inhibition, % at 12.5 µM. 330,000 tested, 0.83% active. SK-MEL-5 TRPM1 promoter luciferase, 24 h;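 active means mean inhibition across replicates of 60% or more, whatever share of single replicates reaches that level; inconclusive means some that reach 60%, reason not given; inactive means mean inhibition across replicates below 60%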; further: values of inactives mirror those of a sister screen read the other way
# Numbers without * were called inactive; ? = inconclusive; nt = not tested or not shown.
SMILES,Exocytosis inh,NR2E3 ag-1,NR2E3 ag-2,CaV13 FRET inh,iPSC survival up,Peg3 promoter,aDG glyco act,HIF-2a block,Vif inh,PDI turbidity,TRPM1 prom inh
CC1CC(N(C(=O)c2ccco2)c2ccccc2)c2ccccc2N1 (stereo unspecified),-2,0,0,-4,-3.1,19,0.2,9,-8,-10,2
Cc1nn(Cc2ccccc2)c(Cl)c1/C=C/C(=O)OC(C)C(=O)N1CCCC1 (stereo unspecified),-1,19,-4,-6,2.2,5,-0.2,10,-6,3,5
CCCS(=O)(=O)N1CCN(Cc2ccc([N+](=O)[O-])cc2)CC1,2,-28,0,-5,-1.7,2,0.2,10,-1,-7,12
CC(=O)OCn1ncc(N2CCOCC2)c(Br)c1=O,-8,-19,0,-12,0.5,7,-0.1,1,5,-12,7
CC(C)c1nc2sc3c(SCC(N)=O)ncnc3c2c2c1CCC2,0,4,-1,-5,0.1,8,-0.1,10,5,-4,-14
CN(C)c1ccc(/C=N/NC(=O)CN(c2cccc(Cl)c2)S(C)(=O)=O)cc1Br,1,1,-2,-1,2.7,18,1.6,8,-3,9,-1
O=C(Nc1ccc(N2CCOCC2)cc1)C1CCN(S(=O)(=O)c2ccccc2F)CC1,-2,-7,0,-16,-0.7,-10,0.5,3,-7,-4,11
CCOc1ccc(OCCCCN2CCCC2)cc1,2,7,1,-4,2.6,12,1.1,13,nt,7,-4
NC(=O)CC(NC(=O)c1ccccc1)c1ccc(N2CCc3ccccc3C2)c([N+](=O)[O-])c1 (stereo unspecified),4,0,-1,-6,0.1,20,0.0,9,-15,-5,1
OCCC1CN(Cc2cc(F)ccc2F)CCN1CCCc1ccccc1 (stereo unspecified),10,3,4,-20,-0.1,17,0.0,9,10,-2,7
CCCCN1C(=O)C2(OCCCO2)c2cccc(C)c21,3,-12,-1,-20,-0.2,17,-0.1,13,-4,1,3
CCOc1ccc(Nc2oc(-c3ccc(Cl)cc3)nc2C#N)cc1,-1,-55,2,nt,-1.5,-74,0.2,-150,3,-6,-38
COc1ccc(N2C(=O)CC(Nc3ccc(C)cc3)C2=O)cc1 (stereo unspecified),2,-14,2,-6,-0.2,-17,-0.3,-1,-4,-1,-9
COc1ccc(CC(=O)OCC(=O)N2CCc3ccccc32)cc1OC,3,-6,0,-2,-0.7,-1,-0.3,-10,4,0,9
CCOC(=O)c1ccc(NC(=O)CCCN2C(=O)NC3(CCCC3)C2=O)cc1,3,-4,0,-15,0.6,-6,-0.1,5,-2,-8,-9
COc1ccc(NC(=O)c2nc[nH]c2C(=O)NCc2ccccc2)cc1,-1,-19,-2,-11,0.8,14,0.4,17,-1,-12,-13
O=C(O)c1ccn2c(C(=O)c3ccccc3)c(-c3ccccc3)cc2c1,4,-9,-2,-12,-0.5,11,0.0,9,2,-1,-6
Cc1nn(CC(=O)Nc2sc3c(c2C#N)CCC(C(C)(C)C)C3)c(C)c1[N+](=O)[O-] (stereo unspecified),-4,-9,0,-3,0.3,17,-0.2,-19,6,0,-6
CCCCOP(=O)(c1ccc(N(C)C)cc1)C(O)c1cc(OC)c(OC)c(OC)c1 (stereo unspecified),4,-9,1,-3,0.5,-1,-0.1,20,2,-4,-4
Cc1ccccc1C1c2[nH]c3ccccc3c2CCN1C(=O)c1ccc(=O)n(C)n1 (stereo unspecified),-1,-35,4,-3,4.4,15,-0.6,17,-18,5,-2
CS(=O)(=O)N(CC(=O)Nc1c(F)cccc1F)Cc1ccccc1,-2,-26,1,-10,-0.2,-1,0.0,7,-3,0,-2
COc1ccc(CN(CCC(c2ccccc2)C2CCOC(C)(C)C2)C(C)=O)cc1 (stereo unspecified),10,-7,-1,-3,-0.1,-10,-0.1,18,-5,8,6
O=C1C=C(c2ccc3ncccc3c2)C[C@@H](c2ccc(Cl)cc2)C1,2,-29,2,-6,7.5,-8,0.4,-13,-2,6,-12
CC(C)(C)Cc1c(-c2ccc(Br)cc2)nc2ccc(Br)cn12,5,-1,nt,-4,-2.7,-23,0.0,-103,0,-12,nt
Cc1cc(C)nc(NS(=O)(=O)c2ccc(N/C=C/C(=O)c3ccc(Cl)c(Cl)c3)cc2)n1,1,-15,4,-5,-1.4,10,-0.2,18,16,-9,-4
Cc1ccccc1NS(=O)(=O)c1nnc(NC(=O)CC(C)C)s1,-5,-49,0,-18,0.0,14,0.0,13,0,1,-4
Cc1nn(-c2ccc([N+](=O)[O-])cc2)c2c1C(c1cccc(Br)c1)N1C(=N2)C(=O)Nc2ccccc21 (stereo unspecified),6,2,-2,-6,4.1,43,-0.8,16,1,-4,6
CCOC(=O)C1CSC2(CCC(c3ccccc3)CC2)N1 (stereo unspecified),-1,18,-2,7,-0.7,-21,0.3,-24,-2,2,1
Fc1ccccc1N=C1NN=C(c2ccccc2)CS1,3,-161,-2,-2,-0.3,-248,0.4,-231,-12,0,-41
C=CCN1C(c2ccc(Br)cc2)=CS/C1=C(/C#N)c1nnc(N2CCOCC2)n1-c1ccccc1,-1,-19,-1,-5,1.0,22,-0.3,21,0,-1,4
O=C(NCc1cccs1)C1CCCN1C(=O)Nc1ccc(F)cc1 (stereo unspecified),-1,-14,3,-5,-0.2,3,-0.1,14,-4,-3,0
Cc1cccc(C(=O)Nc2ccc(C(=O)N/N=C/c3ccc(C)o3)cc2)c1,6,5,1,-3,0.1,8,0.0,-3,2,-5,4
Cc1[nH]n2cnnc2c(=O)c1Br,-1,-16,4,-7,0.3,8,-0.2,14,5,2,-8
COC(=O)c1c(-c2ccncc2)csc1NC(=O)c1ccoc1C,-2,-134,2,-9,-2.8,-280,-0.3,-330,2,6,-86
O=c1[nH][nH]c(=O)c2nc(Nc3ccccc3)ncc12,0,-11,nt,-6,1.3,-2,-0.2,-2,7,-6,0
Cc1cccc(C)c1OCC(=O)N/N=C/c1ccc2c(c1)OCO2,-7,-22,1,nt,-0.3,-14,-0.3,-41,nt,-11,10
O=S(=O)(NC1CCCCC1)c1ccc(Br)s1,-6,-20,-1,-2,1.1,12,0.2,1,-5,0,7
C=CCn1c(COc2ccccc2)nnc1SCC(=O)Nc1ccc2c(c1)OCCO2,?,21,5,-7,-1.1,-13,-0.2,4,-2,-12,-7
O=C(NCCCn1cccn1)c1cc(COc2ccc(F)cc2Cl)on1,2,-4,0,7,-0.2,-34,-0.4,-44,nt,23,0
Cc1cn(C2CCCCC2)c(=O)n(-c2ccccc2)c1=O,-1,12,nt,-6,1.6,4,-0.2,14,4,8,1
COc1ccc(S(=O)(=O)N2CCOCC2)cc1NC(=O)CN1C(=O)CN(C)C1=O,-3,-26,nt,-3,0.1,-9,-0.1,9,7,-1,-6
O=c1c(-c2ccccc2)cnc2n1CCS2,-3,-1,1,-2,-0.5,-17,-0.1,-5,-3,-3,-15
Oc1ccc(Cl)cc1-c1cc(-c2ccccc2)n[nH]1,6,-61,5,-6,-1.6,-128,-0.1,-167,-6,9,-6
CC(=O)Oc1ccc2c(=O)oc(-c3ccc([N+](=O)[O-])cc3)nc2c1,8,9,-2,-3,0.5,11,0.0,3,-12,5,-15
O=C(Nc1cccc(C(F)(F)F)c1)C1Cc2c(-c3ccccc3)ccnc2O1 (stereo unspecified),-1,21,nt,-7,4.3,19,0.4,1,-9,4,nt
NS(=O)(=O)c1ccc(NC(=S)N2CCC(O)CC2)cc1,2,1,-2,-18,0.2,1,0.3,16,3,-4,11
Cc1ccc(S(=O)(=O)N2CCOCC2)cc1NC(=O)COC(=O)/C=C/c1ccco1,0,13,nt,-5,-0.5,8,-0.1,9,-6,6,3
CCC(=O)Nc1nc2ccccc2n1CCN(CC)CC,-1,-13,0,-5,-1.2,-9,0.1,4,23,-3,-1
Cn1c(=O)c(C(=O)Nc2ncccc2O)c(O)c2ccccc21,-3,-61,0,-4,-0.6,-75,0.2,-98,6,4,-18
COC(=O)c1cn(CC(=O)NCc2ccco2)c2ccccc12,-2,-38,0,-4,4.0,-14,0.1,-22,11,1,-20
CCOc1ccc(NC(=O)CN(C)C(=O)CC2CCCC2)cc1OCC,-1,3,3,-2,1.1,0,0.1,12,-3,-6,-1
CCOc1cc(N2CCOCC2)c(OCC)cc1NC(=O)COC(=O)c1ccccc1OC(F)F,2,2,nt,-7,0.4,6,0.3,9,0,-9,9
Cc1nc(N2CCOCC2)[nH]c(=O)c1CCC(C)C,-1,-25,-1,-4,-0.4,7,0.0,4,5,-2,-63
CCC(CC)C(=O)N(C)c1c(C)nc2c(OCCOc3ccccc3)cccn12,-3,6,nt,-5,1.0,16,0.1,6,-13,-8,nt
CCOC(=O)Nc1cc(C(=O)OCC)c(C)nc1C,15,21,3,nt,0.8,11,0.1,5,5,0,10
O=C(O)CCCC(=O)Nc1ccc(Oc2ncnc3cc(Cl)ccc23)nc1,17,-1,2,-2,-0.6,6,-0.1,14,-2,-9,-10
Cc1ccc(CN2CCN(Cc3cccn3-c3nccs3)CC2CCO)cc1 (stereo unspecified),2,-2,4,-15,-0.7,4,0.2,3,-2,25,0
CCOc1ccc(S(=O)(=O)c2c[nH]c3ccc(C)cc3c2=O)cc1,50,9,1,-19,-0.8,16,0.1,11,-4,6,-25
CC(NC(=O)c1ccco1)c1nc(-c2ccc(Cl)cc2)no1 (stereo unspecified),-3,-10,3,-7,0.1,1,-0.1,-19,-3,2,-1
CCNC(=S)NNc1ccccc1,-2,-20,-2,-5,-0.7,13,0.1,17,-5,-4,5
Cc1ccccc1NC(=O)CN1CCN(Cc2ccccc2)CC1,-1,-17,6,0,-0.3,-2,-0.1,10,-2,5,13
Cc1ccc(Nc2ccc(C(=O)NC3CCCCC3)cn2)cc1,0,-45,6,-6,-0.5,-80,0.1,-96,-3,2,-31

# 4 compounds from above, reduced to Exocytosis inh, NR2E3 ag-2 and aDG glyco act:
structure	Exocytosis inh	NR2E3 ag-2	aDG glyco act
Cc1nn(CC(=O)Nc2sc3c(c2C#N)CCC(C(C)(C)C)C3)c(C)c1[N+](=O)[O-] (stereo unspecified)	-4	0	-0.2
Cc1nn(Cc2ccccc2)c(Cl)c1/C=C/C(=O)OC(C)C(=O)N1CCCC1 (stereo unspecified)	-1	-4	-0.2
NS(=O)(=O)c1ccc(NC(=S)N2CCC(O)CC2)cc1	2	-2	0.3
COC(=O)c1c(-c2ccncc2)csc1NC(=O)c1ccoc1C	-2	2	-0.3

# High-throughput results deposited in PubChem BioAssay by several laboratories.
